# Hsp70 displacement = Hsp70 inhibitors, probe displacement, primary screen, biochemical, fluorescence polarization (AID 583). one-dose displacement, % at 20 µM; IC50 in µM for titrated hits. Hsp70 fluorescence polarization probe displacement, mP; higher % means a stronger effect. 0.06% of 140,000 active; in the data active means displacement above about 50%;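 further: plate controls were vehicle for no effect and reference ligand for full effect; a part of the inactive calls stands beside numbers as strong as those of hits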
# Rat MKP-3 inhibitors = MKP-3 phosphatase inhibitors, primary screen, biochemical, rat enzyme, in vitro (AID 425) | Dual specificity protein phosphatase 6 (Rattus norvegicus) | recombinant MKP-3 phosphatase activity, fluorescence; higher % means a stronger effect | one-dose inhibition, % at 20 µM; IC50 in µM for titrated hits | 0.17% of 110,000 active; in the data active means inhibition above about 50%;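 further: plate controls were vehicle for no effect and reference inhibitor for full effect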
# Numbers without * were called inactive; · = not tested or not shown. The list is partial. The share of hits here may be higher or lower than overall.
SMILES,Hsp70 displacement,Rat MKP-3 inhibitors
CC1=C(C(=O)OCc2ccccc2)C(c2ccc(C)o2)C2=C(CCCC2=O)N1 (centres undefined),-1.9%,10%
O=C(c1ccccc1F)N1CCc2ccccc21,0.7%,-8%
CCN(CC)CCOC(=O)c1c(C)oc2ccc(O)cc12,0.1%,-10%
O=C(OCc1ccccc1)C1CCCN1C(=O)c1cccs1 (centres undefined),2.5%,3%
CC(C)C(OC(=O)CN1C(=O)COc2ccccc21)C(=O)NC1CCCC1 (centres undefined),0.5%,2%
COc1cccc(N=C2SC(C(=O)Nc3ccccc3F)CC(=O)N2C)c1 (centres undefined),-2.2%,-10%
CN(CCNC(=O)C1CC(=O)N(C2CCCC2)C1)Cc1ccccc1 (centres undefined),-1.5%,-8%
O=C(COc1ccc(S(=O)(=O)N2CCOCC2)cc1)Nc1ccc(Cl)c(C(F)(F)F)c1,-4.8%,-10%
CCn1ccc(C(=O)Nc2ccc(Cl)cn2)n1,7.2%,-11%
CCN(CC)C(=O)C1CC(=O)OC1(C)C (centres undefined),-0.1%,-1%
C=CCNc1sc(C(=O)c2ccccc2)c(N)c1C#N,0.2%,·
Cc1c(NC(=O)c2ccc3c(c2)C(=O)N(N2C(=O)c4ccccc4C2=O)C3=O)cccc1C(=O)O,-3.0%,0%

# Four records picked at random from those above, as already listed:
SMILES,Hsp70 displacement,Rat MKP-3 inhibitors
CC1=C(C(=O)OCc2ccccc2)C(c2ccc(C)o2)C2=C(CCCC2=O)N1 (centres undefined),-1.9%,10%
CC(C)C(OC(=O)CN1C(=O)COc2ccccc21)C(=O)NC1CCCC1 (centres undefined),0.5%,2%
CN(CCNC(=O)C1CC(=O)N(C2CCCC2)C1)Cc1ccccc1 (centres undefined),-1.5%,-8%
CCn1ccc(C(=O)Nc2ccc(Cl)cn2)n1,7.2%,-11%

# Next section:
SMILES,Hsp70 displacement,Rat MKP-3 inhibitors
CCC(=O)NC(c1ccc(N(C)C)cc1)c1ccc2cccnc2c1O (centres undefined),-1.3%,0%
O=C(CSCc1ccccc1)N1CCN(c2ccc(F)cc2)CC1,·,10%
CCOC(=O)c1c(NC(=S)Nc2ccccc2)sc2c1CCCCC2,-1.9%,-2%
COc1cc(N2CCCC2)c(OC)cc1/C=c1/sc2nc3ccccc3n2c1=O,-68%,3%
CCOc1ccc(C2OC3(C(=O)c4ccccc4C3=O)C3C(=O)N(c4ccc(Cl)cc4)C(=O)C23)cc1 (centres undefined),2.5%,2%
Cc1nn(-c2nnc(C)c(=O)[nH]2)c(C)c1SCC(=O)Nc1ccc(F)cc1,·,0%
CCCCN1CC(C(=O)NCc2ccc(C)cc2)CC1=O (centres undefined),-0.1%,·
CSCC[C@H](NC(=O)OC(C)(C)C)c1nnc(SCC(=O)N(C)C)o1,5.5%,0%
COC(=O)CN(c1ccc(C)cc1)S(=O)(=O)c1ccc(F)cc1,3.5%,3%
O=C(Nc1ccc(Cl)c(Cl)c1)Nc1nnc(-c2ccncc2)s1,·,16µM*
COc1ccc(CC(NC(C)=O)C(=O)NC2CCN(c3nnnn3-c3ccccc3)CC2)cc1 (centres undefined),-3.5%,6%
COCC(=O)N(CCc1ccc(OC)cc1)Cc1nc2ccccc2c(=O)[nH]1,2.7%,0%
Cc1ccc(S(=O)(=O)N2CCCC(C(=O)NCc3ccco3)C2)cc1Cl (centres undefined),5.4%,·
Nn1c(COc2cccc(Br)c2)nnc1SCC(=O)N1CCc2ccccc2C1,0.8%,-2%
CCOC(=O)N1CCN(C(=O)c2ccc(-n3c(=S)[nH]c4ccccc4c3=O)cc2)CC1,-0.7%,·
Cn1cnnc1SCCn1c(N2CCCCC2)nc2c1c(=O)[nH]c(=O)n2C,-4.8%,-6%
Cc1c(C(=O)Nc2cc(Cl)cc(Cl)c2)oc2ccccc12,-6.2%,-4%
CCOc1cc(OCC)cc(C(=O)Nc2cccc3nsnc23)c1,-2.3%,-2%
Cc1ccc(-c2nc3ccccn3c2NCc2ccc3c(c2)OCO3)cc1,2.9%,·
O=C(CCCC1=NS(=O)(=O)c2ccccc2N1)N1CCN(c2ccc(Cl)cc2)CC1,-4.3%,0%
COCCNC(=O)c1c(N)n(-c2cccc(C)c2)c2nc3ccccc3nc12,-1.4%,-9%
NS(=O)(=O)c1ccc(-c2ccc(/C=C3\SC(=S)N(CCc4ccccc4)C3=O)o2)cc1,-14%,0%
COc1cccc(-n2c(C)nc3c(cnn3-c3ccc(C)cc3)c2=O)c1,-1.6%,-6%
COc1ccc(-c2nnc(SCC(=O)Nc3ncc(C)s3)n2-c2ccccc2)cc1OC,4.7%,-2%
CCCN1CCN(C(c2cc3cc(OCC)ccc3[nH]c2=O)c2nnnn2C2CCCCC2)CC1 (centres undefined),0.9%,-1%
Cc1c(C(=O)N(Cc2ccccc2)Cc2ccccc2)cccc1[N+](=O)[O-],5.0%,1%
Cc1nnc(SCCn2c(N3CCN(c4ccccc4)CC3)nc3c2c(=O)n(C)c(=O)n3C)s1,-1.5%,7%
COC(=O)c1cccc(NC(=O)CSc2nc(=O)cc(N)n2-c2ccccc2)c1,·,-7%
O=C(Cn1ncc2c1-c1ccccc1OC2)N1CCN(Cc2ccc3c(c2)OCO3)CC1,-1.2%,-9%
N=C(SC1CC(=O)N(c2cccc3ccccc23)C1=O)N1N=C(c2cccs2)CC1c1ccc(Br)cc1 (centres undefined),-1.5%,0%
O=C(c1ccccc1Cl)N1CCN(CCN2C(=O)c3cccc4cccc(c34)C2=O)CC1,-3.3%,3%
CC(=O)C1=C(c2ccccc2)NC(=O)NC1c1ccccc1OCC(=O)Nc1ccccc1 (centres undefined),2.6%,·
Cc1ccc(C2(c3ccc(C)cc3)CC2C(=O)Nc2ccccc2F)cc1 (centres undefined),-1.7%,6%
CC(C)OC(=O)c1c(NC(=O)C2C3CCC(C3)C2C(=O)O)sc2c1CCCC2 (centres undefined),0.9%,2%
O=C1C2C3C=CC(C4CC34)C2C(=O)N1c1cc(Cl)cc(Cl)c1 (centres undefined),-1.3%,1%
O=C(OC(C(=O)NC1CCCC1)c1ccccc1F)c1ccco1 (centres undefined),0.8%,-9%
Cc1cc(NC(=O)CCCOc2ccc(Cl)cc2Cl)no1,1.0%,1%
O=C(Nc1ccccn1)c1cccnc1,6.1%,-15%
COc1ccccc1C(=O)NNC(=O)c1ccc([N+](=O)[O-])cc1,-7.1%,0%
COc1ccc(C2C(C(C)=O)=C(C)N=c3s/c(=C\c4ccc5c(c4)OCO5)c(=O)n32)c(OC)c1 (centres undefined),-17%,-10%
O=C(/C=C/Sc1ccccc1)c1ccccc1,5.3%,·
O=[N+]([O-])c1cccnc1N1CCC(c2cc(-c3ccc(Cl)cc3Cl)n[nH]2)CC1,2.1%,·
COC(=O)CCC(=O)NCCc1c[nH]c2ccc(OC)cc12,2.2%,0%
O=C(Nc1cccc(Cl)c1Cl)C1CC(=O)N(c2ccc(Br)cc2)C1 (centres undefined),-0.2%,·
CC1=C(C(=O)OCCc2ccccc2)C(c2c(F)cccc2Cl)CC(=O)N1 (centres undefined),-3.0%,3%
C=C(C)CN1CCN(S(=O)(=O)c2ccc3c(c2)Cc2cc(S(=O)(=O)N4CCN(CC(=C)C)CC4)ccc2-3)CC1,3.0%,2%
CC(C)C(c1nnnn1Cc1ccccc1)N1CCN(Cc2ccco2)CC1 (centres undefined),5.9%,-6%
CCOc1ccc(NC(=O)c2ccc(C#Cc3ccccc3)cc2)cc1,-0.7%,6%
CC(C)NC(=O)CN(c1ccc(Oc2ccccc2)cc1)S(C)(=O)=O,2.9%,0%
C=CCn1c(SCC(=O)c2ccccc2)nnc1-c1ccc2c(c1)OCO2,1.5%,-7%
O=C(CN1CCN(S(=O)(=O)/C=C/c2ccccc2)CC1)NC(=O)NCc1ccco1,5.3%,-4%
COCCn1c(=S)[nH]c2ccc(N(C)C)cc2c1=O,13%,5%
Cc1cc(C)n2nc(SC(C)C(=O)NCc3ccco3)nc2n1 (centres undefined),4.3%,0%
COc1cc(C(=O)N2CCN(C3CC4CCC3C4)CC2)cc(OC)c1OC (centres undefined),-4.7%,3%
CN(C/C(O)=C(\C#N)c1ccccc1)C1CCCCC1,-3.3%,-6%
CCCCCn1c(SCc2ccncc2)nc2cc(C(=O)NCc3ccco3)ccc2c1=O,-0.8%,4%
CCOC(=O)CCCCC(=O)c1[nH]c(=O)[nH]c1CSc1nc(C)cc(=O)[nH]1,2.2%,-15%
CCCOc1cccc(C(=O)Nc2cc(NC(=O)c3cccc(OCCC)c3)cc(C(=O)O)c2)c1,-2.5%,3%
CCN(CC(=O)Nc1c(C(=O)OC)[nH]c2ccc(Cl)cc12)c1ccc2c(c1)OCO2,16%,-8%
O=C(O)c1ccc(N=Cc2ccc([N+](=O)[O-])s2)cc1,4.2%,83%*
# Next section
SMILES,Hsp70 displacement,Rat MKP-3 inhibitors
NC(=O)CSc1nnc(-c2ccc(S(=O)(=O)N3CCCCC3)cc2)n1-c1ccccc1,-0.1%,·
CCOC(=O)CC1C(=O)NCCN1C(=O)c1cccc(C(F)(F)F)c1 (centres undefined),-1.0%,·
COc1cccc2cc(C(=O)NCC3CCCO3)c(=O)oc12 (centres undefined),1.4%,-16%
NC1=NC2(CCCCC2)N=C(Nc2ccc(Cl)cc2)N1,3.9%,2%
COc1ccc(N(CC(=O)N2CCc3ccccc32)S(=O)(=O)c2c(C)noc2C)cc1,1.1%,-2%
CC(=C/C(=O)O)/C=C/c1cccs1,-3.7%,-8%
Cc1cccc(N(C(=O)Cn2nnc3ccccc32)C(C(=O)NCc2ccco2)c2ccncc2)c1 (centres undefined),2.7%,-2%
CC(=O)c1c(C)oc2ccc(OC(=O)c3cccc(Cl)c3)cc12,-3.7%,0%
CCNc1cc2oc(=O)c(CN3CCOCC3)c(C)c2cc1C,14%,-9%
CC(=O)C(=Nc1ccc(C)cc1C)NNc1ccc(Cl)c(C(N)=O)c1,3.2%,2%
CCOc1ccccc1NC(=O)CSc1nc2ccccc2o1,2.8%,3%
CCN(CC)CCN1C(=O)C(O)=C(C(=O)/C=C/c2ccccc2)C1c1ccc(OC)cc1 (centres undefined),2.3%,0%

# Copied from the list:
# Result of COc1ccc(N(CC(=O)N2CCc3ccccc32)S(=O)(=O)c2c(C)noc2C)cc1 in Rat MKP-3 inhibitors: -2%
# Result of NC1=NC2(CCCCC2)N=C(Nc2ccc(Cl)cc2)N1 in Hsp70 displacement: 3.9%
# Result of CC(=O)c1c(C)oc2ccc(OC(=O)c3cccc(Cl)c3)cc12 in Hsp70 displacement: -3.7%
# Result of CCOc1ccccc1NC(=O)CSc1nc2ccccc2o1 in Hsp70 displacement: 2.8%
# Result of CCNc1cc2oc(=O)c(CN3CCOCC3)c(C)c2cc1C in Hsp70 displacement: 14%

# Three of the compounds above, with each value named:
> Cc1cccc(N(C(=O)Cn2nnc3ccccc32)C(C(=O)NCc2ccco2)c2ccncc2)c1 (centres undefined)
  Hsp70 displacement = 2.7%; Rat MKP-3 inhibitors = -2%

> CCOC(=O)CC1C(=O)NCCN1C(=O)c1cccc(C(F)(F)F)c1 (centres undefined)
  Hsp70 displacement = -1.0%; Rat MKP-3 inhibitors = ·

> CCN(CC)CCN1C(=O)C(O)=C(C(=O)/C=C/c2ccccc2)C1c1ccc(OC)cc1 (centres undefined)
  Hsp70 displacement = 2.3%; Rat MKP-3 inhibitors = 0%

# Carrying on:
SMILES,Hsp70 displacement,Rat MKP-3 inhibitors
COc1cc(/C=N/n2cnnc2)ccc1OC(=O)c1ccco1,-1.3%,-1%
Cc1cc(N2C(=O)C(O)=C(C(=O)c3ccc(C)o3)C2c2cccs2)no1 (centres undefined),-4.4%,-3%
CCOC(=O)C1=C(c2ccccc2)N=c2s/c(=C\c3cccnc3)c(=O)n2C1c1cccc(OC)c1OC (centres undefined),-0.7%,-4%
CNC(=O)CSCc1c(Cl)cccc1Cl,-1.2%,7%
Cc1ccc(-c2cc(C(=O)Nc3ccncc3)c3ccccc3n2)cc1C,6.4%,0%
CCOc1cc(C2C(C#N)=C(N)OC(C)=C2C(C)=O)cc(Br)c1O (centres undefined),57%,1%
COc1cccc(/C=C/C(=O)c2ccc[nH]2)c1,4.0%,·
CCOc1ccccc1OCCn1nnc2ccccc21,-2.2%,-6%
Cc1ccc(C(=O)CSc2nc(N)c(C#N)c(-c3ccc(O)cc3)c2C#N)cc1,2.1%,2%
CCN1C(=O)N(CC)C(O)(c2ccccc2)C1(O)c1ccccc1 (centres undefined),3.5%,-12%
CNc1oc(Cc2ccccc2)nc1S(=O)(=O)c1ccc(Cl)cc1,-2.0%,-2%
CC(OC(=O)c1ccncc1)C(=O)Nc1cccc(Cl)c1 (centres undefined),3.7%,-13%
O=S(=O)(c1ccc(Cl)s1)N1CCC(Cc2ccccc2)CC1,-3.8%,·
CCOC(=O)C(Sc1n[nH]c(=O)[nH]c1=O)c1ccccc1 (centres undefined),1.5%,2%
COC(=O)c1c(NC(C)=O)sc(/C(C)=C/C#N)c1C,-6.4%,4%
CCOc1ccc(OCC)c(NC(=O)CN2CCN(CC)CC2)c1,4.3%,·
COc1ccc(OC)c(C2C3=C(CCCC3=O)Nc3nc4ccccc4n32)c1 (centres undefined),8.3%,7%
O=C(c1ccc(N2CCN(C(=O)c3ccccc3Br)CC2)cc1)c1cccc(F)c1,84%*,52%*
O=C(O)c1cccc(N2C(=O)c3ccc(Br)cc3C2=O)c1,-5.6%,1%
Cc1cc(SCCC(=O)O)nc2ccccc12,-2.3%,-5%
O=C(Nc1ccc(CN2CCOCC2)cc1)c1cc2ccccn2n1,1.5%,0%
CN(C)Cc1c(O)ccc2c1c(-c1ccccc1)nn2-c1ccccc1,0.9%,3%
O=C(NCCc1ccc(Cl)cc1)C(=O)NCc1ccccc1,·,4%
Brc1ccc2nc(N3CCNCC3)nc(-c3ccccc3)c2c1,-2.2%,0%
O=C(O)c1ccc(N2CCCCC2)cc1,5.2%,-4%
